NOD1 NF-kB reporter: NOD1 signaling inhibitors, primary screen, cell-based, luminescence, uHTS (AID 1578) | NOD1-driven NF-kB luciferase reporter cells, luminescence; higher % means a stronger effect | inhibition, % at 4 µM; hits with a dose series show EC50 in µM | actives 1% (n = 290,000); in the data active = inhibition mostly above about 36%, no sharp cut-off; inactive = mostly below about 34%;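 also: HEK-293T reporter cells stimulated with the NOD1 agonist gamma-tri-DAP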
KOR beta-arrestin-1: KOR antagonists, beta-arrestin recruitment, cell-based, luminescence, uHTS (AID 1778). Kappa-type opioid receptor (Homo sapiens). KOR beta-arrestin recruitment, luminescence, antagonist mode; higher % means a stronger effect. inhibition, % at 10 µM, or IC50 in µM where a hit was titrated. actives 0.091% (n = 290,000); also: strong numbers were not always called active
NS5 inhibitors: Dengue-2 NS5 methyltransferase inhibitors, primary screen, biochemical, confirmation dose response (AID 588689). Genome polyprotein (Dengue virus type 2 (strain 16681-PDK53)). inhibition, % at 25 µM, or IC50 in µM where a hit was titrated. actives 0.3% (n = 340,000). Dengue-2 NS5 methyltransferase capping enzyme assay, biochemical; higher % means a stronger effect; in the data active = a potency from the dose series; inconclusive = inhibition above about 29% without an active follow-up result
KOR beta-arrestin-2: KOR agonists, beta-arrestin recruitment, primary screen, cell-based, luminescence, uHTS (AID 1777) | Kappa-type opioid receptor (Homo sapiens) | KOR beta-arrestin recruitment, luminescence; higher % means a stronger effect | activation, % at 10 µM; hits with a dose series show EC50 in µM | actives 0.02% (n = 280,000); in the data active = activation above about 50%, passing the limit was not always enough; also: a part of the inactive calls stands beside numbers as strong as those of hits
Yfh1-off respiration: enhancers of respiration in Yfh1-depleted yeast, dose response, Friedreich's ataxia, plus single-dose screen (AID 1465); actives 0.074% (n = 220,000); S. cerevisiae Yfh1-off respiration, WST-1 reduction, 72 h; higher fold induction means a stronger effect; fold induction at 50 µM, or EC50 in µM where a hit was titrated;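 active = fold induction of absorbance versus untreated yeast above a set limit, then at least 30% activation at any dose in follow-up; inconclusive = repeats straddling the limit, or above it without dose testing; inactive = fold induction below the set limit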;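 also: activators that raise dye reduction in frataxin-depleted yeast; strong numbers were not always called active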
HIV peptide binding: inhibitors of HIV fusion peptide binding, primary screen, biochemical, uHTS, fluorescence dequenching (AID 1986). cell-free peptide binding, fluorescence dequenching, 30 min; higher % means a stronger effect. inhibition, % at 20 µM; hits with a dose series show IC50 in µM. actives 0.3% (n = 290,000); in the data active = inhibition mostly above about 52%, no sharp cut-off; inactive = mostly below about 76%; also: some results filed as inactive read as strong as hits
West Nile antiviral: West Nile virus antiviral activity, cell-based, CPE readout (AID 1621); West Nile virus-infected cells, CPE inhibition; higher % means a stronger effect; CPE inhibition, % at 10 µM, or IC50 in µM where a hit was titrated; actives 0.02% (n = 290,000); in the data active = a potency from the dose series; inconclusive = CPE inhibition mostly from about 3.7% at the one dose, without a potency; inactive = the rest, 99 in 100 with CPE inhibition below about 2.2%; also: strong numbers were not always called active
HEK293 NOD2/NF-kB: NOD2 signaling inhibitors, cell-based, luminescence, uHTS, HEK293 (AID 1566) | inhibition, % at 4 µM; hits with a dose series show EC50 in µM | HEK293 NOD2/NF-kB luciferase reporter, luminescence; higher % means a stronger effect | actives 0.63% (n = 290,000); also: many of its hits are not listed in these tables
AID2073: inhibitors of Mint1-CaV2.2 protein interaction, biochemical, HTRF (AID 2073); Voltage-dependent N-type calcium channel subunit alpha-1B (Homo sapiens); HTRF protein-protein interaction, Mint1-CaV2.2; higher % means a stronger effect; one-dose inhibition, % at 20 µM; IC50 in µM for titrated hits; actives 0.19% (n = 290,000); in the data active = inhibition mostly above about 51%, no sharp cut-off; inconclusive = no clear call, values can overlap the other calls; inactive = mostly below about 53%; also: some results filed as inactive read as strong as hits
NS5 inhibitors pilot replicate: second read-out of NS5 inhibitors, no call of its own (marks repeat the call); inhibition, %; measured here: pilot screen replicate inhibition
Starred values were filed as active, the others as inactive; i = inactive; ? = inconclusive; nt = not tested or not shown; [ ] = dose if it differs, or a comment. Rule as the data show it, unless noted: active = inhibition above about 50%; inactive = the rest.

SMILES	NOD1 NF-kB reporter	KOR beta-arrestin-1	NS5 inhibitors	KOR beta-arrestin-2	Yfh1-off respiration	HIV peptide binding	West Nile antiviral	HEK293 NOD2/NF-kB	AID2073	others
CCn1c(-c2cc3c(C(F)(F)F)nn(C)c3s2)n[nH]c1=S	-4%	-11%	-11%	5.3%	i	-1.6%	-0.4%	-2%	-14%	NS5 inhibitors pilot replicate=0.3
CC(=O)Nc1ccc(NC(=O)CSc2nc3nc(C)cc(C)c3c(=O)[nH]2)cc1	-48%	-6%	-1%	5.0%	nt	-1.0%	0.0%	-14%	-2%
Cc1c(Cl)cccc1NC(=O)COC(=O)CCc1nc2ccccc2n1-c1ccccc1	-10%	-12%	-4%	0.5%	i	-0.5%	-0.2%	4%	5%
CCOC(=O)Cn1c(=O)oc2cc(S(=O)(=O)NCc3cccs3)ccc21	7%	19%	-1%	-5.9%	i	-2.5%	0.1%	23%	-2%
CO/N=C(/CS(=O)Cc1ccccc1Cl)c1ccc(Cl)cc1Cl (configuration not stated)	-13%	-12%	1%	2.8%	i	-2.5%	-1.6%	2%	10%
C=CCNc1cc(C(F)(F)F)nc(-c2ccccn2)n1	27%	-12%	-3%	-1.3%	i	1.5%	0.3%	5%	31%
CCCCNC(=O)CSc1nc2ccc(Nc3nc(N4CCOCC4)nc(N4CCOCC4)n3)cc2s1	-7%	10%	-10%	nt	i	-0.7%	0.8%	8%	1%
CCN(CC)C(=O)c1ccccc1NC(=O)CN1C(=O)c2ccccc2S1(=O)=O	-21%	-34%	-2%	6.3%	nt	1.4%	0.2%	-9%	20%
Cn1nnnc1SCCNCc1ccccc1OCc1ccc(F)cc1	-25%	2%	-11%	-3.5%	i	-0.6%	-2.2%	0%	-2%
Cn1c2ccccc2c2c(C(=O)NCc3ccco3)cn(C3CCCCC3)c(=O)c21	-6%	2%	-5%	4.0%	i	-0.6%	0.2%	6%	12%
O=C(c1ccco1)n1nc(-c2ccccc2)nc1NCc1ccco1	nt	18%	-8%	-1.9%	i	-2.4%	0.3%	6%	1%
COc1ccc(CCNC(=O)CSc2nc3[nH]ncc3c(=O)n2-c2ccc(Cl)cc2Cl)cc1OC	-28%	16%	-10%	-5.2%	i	2.3%	-0.3%	8%	8%
COc1ccc(-n2c(=O)cc(N3CCCCCC3)[nH]c2=O)cc1	8%	-14%	-3%	-1.9%	i	-0.9%	0.3%	23%	23%
Cc1nc(SCC(=O)NNC(=O)c2cccs2)[nH]c(=O)c1C	-18%	-19%	-2%	2.3%	i	1.0%	0.4%	-12%	14%
COc1ccc(Cc2nnc(SCC(=O)NC3CCCC3)o2)cc1	72%*	-23%	-2%	9.4%	i	-0.4%	0.1%	2%	0%
COC(=O)C1CCN(C(=O)COc2ccc(Cl)cc2)CC1	-7%	10%	-6%	-2.9%	i	2.4%	0.0%	-13%	41%
N#CCN1CCN(CC(=O)c2ccc(Br)cc2)CC1	9%	8%	4%	-2.6%	i	-1.2%	0.2%	4%	-1%
C=CC[n+]1c(C)csc1Nc1ccc(C(=O)O)cc1	-35%	-2%	-4%	-3.0%	i	0.6%	-0.2%	-6%	-4%
NC(=O)c1cccc2cc3ccccc3cc12	-24%	-3%	6%	1.1%	i	-0.2%	0.3%	8%	?
Cc1ccc(NC(=S)NC2CC3CCC(C2)N3Cc2ccco2)cc1C (configuration not stated)	16%	16%	-3%	8.2%	i	0.1%	-1.2%	26%	-12%
Nn1c(SCC(=O)NC2CCS(=O)(=O)C2)nnc1-c1cccs1 (configuration not stated)	1%	28%	-1%	-0.4%	i	-0.5%	0.4%	20%	15%
CCN(CC)C(=O)C1CCCN(Cc2sccc2C)C1 (configuration not stated)	12%	-37%	2%	-5.3%	i	2.1%	-0.4%	2%	2%
O=C1N(c2ccccc2)C2CS(=O)(=O)CC2N1c1ccc(Cl)c(Cl)c1 (configuration not stated)	1%	0%	-1%	-0.9%	i	-0.1%	-0.4%	4%	-4%
O=C(O)CCCNC(=O)Cc1ccccc1	2%	-6%	-6%	1.0%	i	-0.4%	-0.1%	15%	9%
CN(Cc1nccs1)C(=O)c1ccc(OC2CCN(CCc3ccccc3)CC2)cc1	-33%	2%	1%	-0.4%	nt	1.8%	-1.2%	12%	-2%
Cc1cc2c(cc1C)-c1nnc(-c3ccc4ccccc4n3)n1C(C)(C)C2	-1%	14%	nt	0.5%	nt	-2.1%	nt	-2%	-2%
COc1ccc(-c2cn(-c3ccccc3)nc2C(=O)O)cc1OC	-4%	-4%	-2%	-2.6%	nt	2.3%	0.1%	11%	11%
CCOc1ccc(CCNC(=O)c2ccc(CS(=O)Cc3cccc(Cl)c3)o2)cc1 (configuration not stated)	-15%	-10%	-3%	-4.0%	nt	0.0%	-0.2%	8%	-5%
NS(=O)(=O)c1ccc(NC(=O)CSc2ncccn2)cc1	-7%	-14%	1%	3.0%	i	0.4%	0.2%	2%	-2%
c1ccc(OCc2nc(-c3cccs3)no2)cc1	-59%	-47%	-8%	2.8%	i	-0.9%	0.9%	-40%	-5%
Cc1ccc(S(=O)(=O)Oc2ccccc2N2C(=O)C3CC=CCC3C2=O)cc1 (configuration not stated)	2%	-12%	2%	1.3%	i	-1.4%	-0.2%	8%	10%
CCCN(CC(=O)Nc1ccccc1OC)C(=O)c1ccncc1	-24%	-18%	9%	2.7%	nt	1.0%	-0.2%	-14%	10%
COC(=O)C1C2C=CC3(CN(CCc4ccccc4)C(=O)C13)O2 (configuration not stated)	-14%	-22%	-4%	-2.6%	i	-1.1%	0.2%	14%	6%
Fc1cnc(N2CCN(c3ccccc3)CC2)nc1N1CCN(c2ccccc2)CC1	43%	-14%	-4%	2.2%	i	-1.7%	0.7%	9%	10%
CC1Cc2cc(C(=O)O)ccc2O1 (configuration not stated)	11%	4%	3%	-4.5%	i	-0.1%	0.2%	9%	2%
O=C(NC(=S)Nc1cccc(O)c1)c1ccco1	-4%	17%	-3%	-1.6%	i	-0.1%	0.2%	-38%	-2%
Cc1c(NC(=O)CSc2ncnc3ccccc23)c(=O)n(-c2ccccc2)n1C	-29%	0%	-8%	-4.1%	i	-2.2%	-0.6%	14%	34%
CN1C(=O)C(O)(CC(=O)c2ccncc2)c2ccccc21 (configuration not stated)	-14%	-44%	6%	-1.6%	i	3.6%	0.6%	6%	14%
CCOC(=O)c1c(-c2ccccc2)csc1NC(=S)NC(=O)c1ccccc1	-4%	-4%	-3%	0.7%	i	2.5%	1.5%	19%	2%
O=C(Nc1ccnn1C1CCN(C2CCCCC2)CC1)c1cccc(F)c1	-16%	-22%	22%	3.6%	nt	1.5%	-0.2%	-6%	-6%
O=C1C=C(NCc2ccc(Cl)cc2Cl)C2(CCCCC2)O1	6%	29%	0%	-5.2%	i	-0.5%	-0.7%	-2%	-8%
Cc1ccc(OCCNC(=O)Cn2cnc3c(=O)n(C)c(=O)n(C)c32)cc1C	-29%	nt	-8%	nt	i	-1.4%	-0.5%	18%	6%
COCCNC(=O)CCC1CCN(Cc2cccc(-c3ccc(C)o3)c2)CC1	-18%	3%	-19%	-1.3%	nt	4.9%	-0.1%	-18%	39%
CS(=O)(=O)c1ccc2c(c1)sc1nc(=O)c(/C=C3/C=CC(=O)C(O)=C3)c(N)n12	-3%	17%	-46%	5.4%	i	66%	0.6%	4%	0%
COc1ccc(CCn2nnnc2C(c2ccc(Cl)cc2)N2CCN(C)CC2)cc1OC (configuration not stated)	-18%	-42%	6%	-1.2%	i	0.2%	-0.2%	6%	55%
O=C(NCCc1ccccc1Cl)C1CCC(=O)N(Cc2cccc(C(F)(F)F)c2)C1 (configuration not stated)	-8%	-1%	4%	2.8%	nt	0.8%	-0.5%	-8%	-2%
CC(=O)Nc1ccc(S(=O)(=O)NCC2CCC(C(=O)NC(C)c3ccccc3)CC2)cc1 (configuration not stated)	-24%	-4%	-7%	-3.1%	i	1.4%	0.3%	-11%	7%
COc1ccc(S(=O)(=O)NCC2CCCN(C(=O)C=C(C)C)C2)cc1 (configuration not stated)	-23%	10%	-13%	-2.5%	i	0.1%	0.0%	3%	-7%
CCCc1cc(=O)oc2c3c(cc(OCC(=O)NCC4CCC(C(=O)O)CC4)c12)OC(C)(C)CC3 (configuration not stated)	-22%	-40%[20 µM]	-2%	-2.0%	nt	1.6%	0.1%	12%	39%
CCn1c(O)c(/C=C2\C=NN=C2c2ccc(C)cc2)sc1=S	-15%	-9%	0%	0.4%	i	3.7%	-0.1%	-6%	1%

8 structures from above, ordered by formula weight, largest number first.
SMILES	NOD1 NF-kB reporter	KOR beta-arrestin-1	NS5 inhibitors	KOR beta-arrestin-2	Yfh1-off respiration	HIV peptide binding	West Nile antiviral	HEK293 NOD2/NF-kB	AID2073	others
CCCc1cc(=O)oc2c3c(cc(OCC(=O)NCC4CCC(C(=O)O)CC4)c12)OC(C)(C)CC3 (configuration not stated)	-22%	-40%[20 µM]	-2%	-2.0%	nt	1.6%	0.1%	12%	39%
CC(=O)Nc1ccc(S(=O)(=O)NCC2CCC(C(=O)NC(C)c3ccccc3)CC2)cc1 (configuration not stated)	-24%	-4%	-7%	-3.1%	i	1.4%	0.3%	-11%	7%
COc1ccc(CCn2nnnc2C(c2ccc(Cl)cc2)N2CCN(C)CC2)cc1OC (configuration not stated)	-18%	-42%	6%	-1.2%	i	0.2%	-0.2%	6%	55%
CS(=O)(=O)c1ccc2c(c1)sc1nc(=O)c(/C=C3/C=CC(=O)C(O)=C3)c(N)n12	-3%	17%	-46%	5.4%	i	66%	0.6%	4%	0%
COCCNC(=O)CCC1CCN(Cc2cccc(-c3ccc(C)o3)c2)CC1	-18%	3%	-19%	-1.3%	nt	4.9%	-0.1%	-18%	39%
O=C(Nc1ccnn1C1CCN(C2CCCCC2)CC1)c1cccc(F)c1	-16%	-22%	22%	3.6%	nt	1.5%	-0.2%	-6%	-6%
COc1ccc(S(=O)(=O)NCC2CCCN(C(=O)C=C(C)C)C2)cc1 (configuration not stated)	-23%	10%	-13%	-2.5%	i	0.1%	0.0%	3%	-7%
O=C1C=C(NCc2ccc(Cl)cc2Cl)C2(CCCCC2)O1	6%	29%	0%	-5.2%	i	-0.5%	-0.7%	-2%	-8%

Continued:
SMILES	NOD1 NF-kB reporter	KOR beta-arrestin-1	NS5 inhibitors	KOR beta-arrestin-2	Yfh1-off respiration	HIV peptide binding	West Nile antiviral	HEK293 NOD2/NF-kB	AID2073	others
COc1ccc(/C=C/c2ccc3cccc(O)c3n2)cc1Br	7%	-9%	2%	-5.2%	nt	0.5%	-1.4%	19%	38%
COc1cccc(CC(=O)NC2CCSc3ccccc32)c1 (configuration not stated)	12%	-11%	-6%	-2.3%	nt	2.6%	-1.0%	-3%	-6%
O=C(Nc1ccc(F)cc1)Nc1cccnc1Cl	-10%	-7%	-10%	2.6%	nt	0.6%	-0.2%	-9%	22%
O=P(O)(c1ccc(Cl)cc1)c1ccc(Cl)cc1	-13%	17%	-4%	-8.3%	i	-2.4%	0.3%	16%	12%

A portion of the library, so the mix of outcomes need not match the whole.
